TNAP activation fold = human TNAP enzyme activators, primary screen, biochemical, luminescent, no phosphate acceptor, uHTS (AID 1001). actives 0.03% (n = 200,000). activation fold at 20 µM, or EC50 in µM where a hit was titrated. purified TNAP, luminescent activation assay, no phosphate acceptor; higher activation fold means a stronger effect; in the data active means activation fold from about 3, or a potency from the dose series; inactive means the rest, 99 in 100 with activation fold below about 1.6; further: many of its hits are not listed in these tables
KOR beta-arrestin-1 = kappa opioid receptor activators – cell-based, luminescence, uHTS, primary screen (AID 1777); KOR beta-arrestin recruitment, luminescence; higher % means a stronger effect; activation, % at 10 µM; hits with a dose series show EC50 in µM; actives 0.02% (n = 280,000); in the data active means activation above about 50%, passing the limit was not always enough; further: a part of the inactive calls stands beside numbers as strong as those of hits
XIAP displacement = XIAP antagonists, biochemical, IAP family, fluorescence polarization (AID 1018). XIAP BIR domain, fluorescence polarization peptide displacement; higher % means a stronger effect. displacement, % at 20 µM; hits with a dose series show IC50 in µM. actives 0.007% (n = 200,000); in the data active means displacement above about 50%; further: a part of the inactive calls stands beside numbers as strong as those of hits
HEK293 NOD2/NF-kB = inhibition of NOD2-driven NF-kB reporter – cell-based, luminescence, uHTS, HEK293 (AID 1566); HEK293 NOD2/NF-kB luciferase reporter, luminescence; higher % means a stronger effect; inhibition, % at 4 µM, or EC50 in µM where a hit was titrated; actives 0.63% (n = 290,000); further: many of its hits are not listed in these tables
KOR beta-arrestin-2 = KOR antagonists, beta-arrestin recruitment, cell-based, luminescence, uHTS (AID 1778); KOR beta-arrestin recruitment, luminescence, antagonist mode; higher % means a stronger effect; one-dose inhibition, % at 10 µM; IC50 in µM for titrated hits; actives 0.091% (n = 290,000); further: strong numbers were not always called active
NOD1 NF-kB reporter = NOD1 signaling inhibitors, primary screen, cell-based, luminescence, uHTS (AID 1578); NOD1-driven NF-kB luciferase reporter cells, luminescence; higher % means a stronger effect; one-dose inhibition, % at 4 µM; EC50 in µM for titrated hits; actives 1% (n = 290,000); in the data active means inhibition mostly above about 36%, no sharp cut-off; inactive means mostly below about 34%;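 further: HEK-293T reporter cells stimulated with the NOD1 agonist gamma-tri-DAP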
LYP phosphatase = PTPN22 lymphoid phosphatase activity blockers – biochemical, fluorescence intensity, uHTS (AID 1779); recombinant LYP phosphatase, fluorescence intensity; higher % means a stronger effect; inhibition, % at 11.5 µM, or IC50 in µM where a hit was titrated; actives 0.054% (n = 290,000);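 further: plate controls were vehicle with enzyme for no effect and no enzyme for full effect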
PMI inhibition = human PMI inhibitors, high substrate, primary screen, biochemical, fluorescence intensity, high mannose 6-phosphate (AID 1220) | recombinant PMI enzyme, coupled fluorescence intensity; higher % means a stronger effect | actives 0.66% (n = 190,000) | inhibition, % at 20 µM; hits with a dose series show IC50 in µM
human PMI inhibition = inhibitors of human PMI, primary screen, biochemical, fluorescence intensity, coupled assay (AID 1209); inhibition, % at 20 µM; hits with a dose series show IC50 in µM; actives 0.42% (n = 190,000); purified PMI enzyme, coupled fluorescence intensity; higher % means a stronger effect;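 further: plate controls were DMSO vehicle for no effect and wells lacking substrate for full effect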
* marks the source's active call; other numbers are inactive results; [ ] = dose if it differs, or a comment. Unless noted, no stated cut-off is given here; in the data, active means inhibition above about 50%; inactive means the rest. Only part of the results is shown, so the mix of outcomes need not match the whole.

`CCCOc1ccc(NC(=O)c2cc3cc(C)ccc3[nH]2)cc1` gave KOR beta-arrestin-1 -6.9%, HEK293 NOD2/NF-kB -21.7%, KOR beta-arrestin-2 -7.3%, NOD1 NF-kB reporter -13.5% and LYP phosphatase -8.7%.
Screening Cc1c(N(C)C(=O)c2ccccc2F)c(=O)n(-c2ccccc2)n1C returned TNAP activation fold 1.1, KOR beta-arrestin-1 -6.6%, XIAP displacement -3.3%, HEK293 NOD2/NF-kB 5.4%, KOR beta-arrestin-2 -3.1%, NOD1 NF-kB reporter -14.4%, LYP phosphatase -6.0%, PMI inhibition -5.4% and human PMI inhibition -0.4%.
COc1ccc(-c2[nH]ncc2/C=N\NS(=O)(=O)c2ccc(Cl)cc2)cc1 was read as TNAP activation fold 0.9, KOR beta-arrestin-1 0.8%, XIAP displacement -5.1%, HEK293 NOD2/NF-kB 7.5%, KOR beta-arrestin-2 23.3%, NOD1 NF-kB reporter 0.4%, LYP phosphatase 1.5%, PMI inhibition -6.1% and human PMI inhibition 4.9%.
`CC(C)(Cc1ccccc1)NC(=O)C(=O)c1cn(CC(=O)N2CCOCC2)c2ccccc12` gave KOR beta-arrestin-1 6.8%, HEK293 NOD2/NF-kB 1.0%, KOR beta-arrestin-2 17.9%, NOD1 NF-kB reporter -4.3% and LYP phosphatase -9.3%.
Screening CCN(CC)CCCNC(=O)Cn1nc(-c2ccccc2)ccc1=O returned TNAP activation fold 1, KOR beta-arrestin-1 -3.9%, XIAP displacement -23.4%, HEK293 NOD2/NF-kB 21.7%, KOR beta-arrestin-2 7.7%, NOD1 NF-kB reporter 3.9%, LYP phosphatase -3.4%, PMI inhibition 0.6% and human PMI inhibition -1.9%.
`O=C(CCCOc1ccccc1)Nc1nncs1` gave TNAP activation fold 1, KOR beta-arrestin-1 12.4%, XIAP displacement -1.6%, HEK293 NOD2/NF-kB -11.7%, KOR beta-arrestin-2 8.5%, NOD1 NF-kB reporter 2.6%, LYP phosphatase -2.2%, PMI inhibition 9.7% and human PMI inhibition -8.5%.
Screening O=C(Nc1ccc2c(c1)OCCO2)C1CC(c2ccccc2Cl)=NO1 (configuration not stated) returned KOR beta-arrestin-1 -5.2%, HEK293 NOD2/NF-kB -37.5%, KOR beta-arrestin-2 18.3%, NOD1 NF-kB reporter -10.8% and LYP phosphatase -3.0%.
Screening CC(=O)c1cccc(OCc2cc(C(=O)N(C)Cc3cnccn3)no2)c1 returned KOR beta-arrestin-1 0.5%, HEK293 NOD2/NF-kB -38.1%, KOR beta-arrestin-2 13.6%, NOD1 NF-kB reporter -42.0% and LYP phosphatase -6.6%.
For Brc1ccc(/C=N/Nc2ccc3ccccc3n2)cc1 the results were TNAP activation fold 1.1, KOR beta-arrestin-1 0.3%, XIAP displacement 0.7%, HEK293 NOD2/NF-kB -303.9%, KOR beta-arrestin-2 -42.7%, NOD1 NF-kB reporter -39.3%, LYP phosphatase -8.8%, PMI inhibition -10.6% and human PMI inhibition 2.4%.
CCn1c(CNC(=O)c2cccs2)nnc1SCC(=O)Nc1cc(Cl)ccc1C was read as TNAP activation fold 0.9, KOR beta-arrestin-1 5.0%, XIAP displacement -0.1%, HEK293 NOD2/NF-kB -4.8%, KOR beta-arrestin-2 -1.1%, NOD1 NF-kB reporter -25.6%, LYP phosphatase 1.4%, PMI inhibition -1.9% and human PMI inhibition -2.2%.
`CCOC(=O)C1CCN(S(=O)(=O)c2nc3nc(C)cc(C)n3n2)CC1` gave TNAP activation fold 1.1, KOR beta-arrestin-1 -0.4%, XIAP displacement 1.2%, HEK293 NOD2/NF-kB 11.2%, KOR beta-arrestin-2 28.4%, NOD1 NF-kB reporter -28.2%, LYP phosphatase -6.9%, PMI inhibition -1.7% and human PMI inhibition 2.4%.
COc1ccc2nc(NNC(=O)COc3ccccc3)sc2c1 was read as TNAP activation fold 2.4, KOR beta-arrestin-1 -3.1%, XIAP displacement -5.2%, HEK293 NOD2/NF-kB 2.7%, KOR beta-arrestin-2 -8.3%, NOD1 NF-kB reporter -37.7%, LYP phosphatase -3.8%, PMI inhibition -10.6% and human PMI inhibition -11.8%.
Screening CC(NC(=O)CSc1n[nH]c(=O)n1C1CC1)C12CC3CC(CC(C3)C1)C2 (configuration not stated) returned TNAP activation fold 1.1, KOR beta-arrestin-1 0.6%, XIAP displacement -1.2%, HEK293 NOD2/NF-kB 0.5%, KOR beta-arrestin-2 35.8%, NOD1 NF-kB reporter -12.2%, LYP phosphatase -4.1%, PMI inhibition 3.0% and human PMI inhibition 5.1%.
For CCCCCC(=O)NNC(=O)Nc1ccccc1 the results were TNAP activation fold 1.1, KOR beta-arrestin-1 -1.4%, XIAP displacement -9.3%, HEK293 NOD2/NF-kB 6.2%, KOR beta-arrestin-2 12.5%, NOD1 NF-kB reporter -23.9%, LYP phosphatase -1.9%, PMI inhibition -4.4% and human PMI inhibition 8.5%.
COc1ccc(Cc2nnc(Nc3c(C)cccc3C)o2)cc1OC was read as KOR beta-arrestin-1 -2.4%, HEK293 NOD2/NF-kB 7.6%, KOR beta-arrestin-2 37.8%, NOD1 NF-kB reporter 1.2% and LYP phosphatase -6.6%.
O=C(N/N=C/c1cccs1)c1cccc2cc[nH]c12 was read as TNAP activation fold 1.1, KOR beta-arrestin-1 2.7%, XIAP displacement -2.2%, HEK293 NOD2/NF-kB -28.5%, KOR beta-arrestin-2 30.0%, NOD1 NF-kB reporter -42.2%, LYP phosphatase -0.8%, PMI inhibition 1.0% and human PMI inhibition -0.4%.
For COCCNC(=O)C(c1cccs1)N(C(=O)Cn1nnc2ccccc21)c1cccc(C)c1 (configuration not stated) the results were TNAP activation fold 1, KOR beta-arrestin-1 -2.8%, XIAP displacement -1.4%, HEK293 NOD2/NF-kB -2.6%, KOR beta-arrestin-2 -2.2%, NOD1 NF-kB reporter -25.5%, LYP phosphatase -4.1%, PMI inhibition 8.7% and human PMI inhibition 5.9%.
CCOc1cc(/C=N/N=C(/N)c2nonc2N)cc(Br)c1OCc1ccc(Cl)cc1 was read as TNAP activation fold 1, KOR beta-arrestin-1 7.3%, XIAP displacement -16.5%, HEK293 NOD2/NF-kB -24.8%, KOR beta-arrestin-2 -8.8%, NOD1 NF-kB reporter -13.5%, LYP phosphatase 2.8%, PMI inhibition 16.6% and human PMI inhibition 12.6%.
Screening CCN(CC)C(=O)c1ccccc1NC(=O)CN1C(=O)c2ccccc2C1=O returned TNAP activation fold 1.1, KOR beta-arrestin-1 -2.9%, XIAP displacement -2.1%, HEK293 NOD2/NF-kB -7.6%, KOR beta-arrestin-2 -13.1%[20 µM], NOD1 NF-kB reporter -27.2%, LYP phosphatase -7.0%, PMI inhibition -0.2% and human PMI inhibition 3.6%.
Screening C=CCn1c(COc2cc(C)ccc2C(C)C)nnc1SCC(=O)c1c(N)n(C)c(=O)n(C)c1=O returned TNAP activation fold 1.1, KOR beta-arrestin-1 2.2%, XIAP displacement -2.0%, HEK293 NOD2/NF-kB 15.4%, KOR beta-arrestin-2 -35.5%, NOD1 NF-kB reporter 20.7%, LYP phosphatase -15.0%, PMI inhibition -3.8% and human PMI inhibition 0.5%.
CSc1nc2ncnc(N)c2[nH]1 was read as HEK293 NOD2/NF-kB 1.4%, KOR beta-arrestin-2 12.6%, NOD1 NF-kB reporter 1.6% and LYP phosphatase -7.0%.
For O=C(O)C(Cc1cc(Cl)ccc1Cl)Sc1nc2ccccc2[nH]1 (configuration not stated) the results were KOR beta-arrestin-1 1.8%, HEK293 NOD2/NF-kB 9.7%, KOR beta-arrestin-2 15.7%, NOD1 NF-kB reporter -7.8% and LYP phosphatase -6.0%.
C[N+]1(CC(O)c2ccccc2)CCCCCC1 (configuration not stated) was read as KOR beta-arrestin-1 -3.8%, HEK293 NOD2/NF-kB -12.9%, KOR beta-arrestin-2 -7.7%[20 µM], NOD1 NF-kB reporter -39.5% and LYP phosphatase -7.0%.
COc1cccc(Nc2cc(C)c3ccccc3n2)c1 was read as KOR beta-arrestin-1 0.3%, HEK293 NOD2/NF-kB -32.6%, KOR beta-arrestin-2 -53.2%, NOD1 NF-kB reporter -10.9% and LYP phosphatase -5.2%.
CCOC(=O)c1ccccc1NC(=O)COC(=O)C1=COCCO1 was read as TNAP activation fold 1.1, KOR beta-arrestin-1 -2.2%, XIAP displacement -2.7%, HEK293 NOD2/NF-kB 19.3%, KOR beta-arrestin-2 5.5%, NOD1 NF-kB reporter -25.7%, LYP phosphatase -0.6%, PMI inhibition 3.8% and human PMI inhibition 4.7%.
For CCC1Sc2ccccc2N(CC(=O)NC2CC2)C1=O (configuration not stated) the results were TNAP activation fold 1.1, KOR beta-arrestin-1 2.2%, XIAP displacement -9.7%, HEK293 NOD2/NF-kB 9.2%, KOR beta-arrestin-2 -38.3%, NOD1 NF-kB reporter -21.0%, LYP phosphatase -4.9%, PMI inhibition -9.3% and human PMI inhibition -12.4%.
For CCCCN1C(=O)C(O)(CC(=O)c2ccco2)c2cc(Br)ccc21 (configuration not stated) the results were TNAP activation fold 1, KOR beta-arrestin-1 0.3%, XIAP displacement -1.1%, HEK293 NOD2/NF-kB 14.7%, KOR beta-arrestin-2 -6.7%, NOD1 NF-kB reporter -2.4%, LYP phosphatase -12.7%, PMI inhibition -0.9% and human PMI inhibition 2.9%.
Screening O=C(CCOc1ccccc1)Nc1ccccc1[N+](=O)[O-] returned TNAP activation fold 1.1, KOR beta-arrestin-1 -0.2%, XIAP displacement -5.3%, HEK293 NOD2/NF-kB -1.6%, KOR beta-arrestin-2 -14.1%, NOD1 NF-kB reporter -13.0%, LYP phosphatase -5.5%, PMI inhibition 7.4% and human PMI inhibition 5.2%.
`COc1ccc(C(CC(=O)O)NS(=O)(=O)c2ccc3c(c2)N(C(C)=O)CC(C)O3)cc1` (configuration not stated) gave KOR beta-arrestin-1 2.8%, HEK293 NOD2/NF-kB -9.3%, KOR beta-arrestin-2 -28.8%, NOD1 NF-kB reporter -32.4% and LYP phosphatase -11.4%.
For C/C(CC(=O)NCc1ccco1)=N\NC(=O)Cc1ccc(Cl)cc1 the results were TNAP activation fold 1.1, KOR beta-arrestin-1 -3.4%, XIAP displacement -5.1%, HEK293 NOD2/NF-kB 5.1%, KOR beta-arrestin-2 21.5%, NOD1 NF-kB reporter -3.0%, LYP phosphatase -7.1%, PMI inhibition -0.2% and human PMI inhibition 4.3%.
`CCOC(=O)c1sc(NC(=O)CCN2CCN(CC)CC2)c(C(=O)OCC)c1C` gave TNAP activation fold 1, KOR beta-arrestin-1 -2.0%, XIAP displacement -8.3%, HEK293 NOD2/NF-kB -6.1%, KOR beta-arrestin-2 13.9%, NOD1 NF-kB reporter -17.7%, LYP phosphatase 1.1%, PMI inhibition -1.5% and human PMI inhibition 0.1%.
Cc1ccc(S(=O)(=O)N2CCN(S(=O)(=O)c3ccc(C)cc3)C2c2ccccc2)cc1 was read as TNAP activation fold 1.1, KOR beta-arrestin-1 2.2%, XIAP displacement -3.3%, HEK293 NOD2/NF-kB -25.3%, KOR beta-arrestin-2 21.1%, NOD1 NF-kB reporter 13.5%, LYP phosphatase -2.1%, PMI inhibition 0.7% and human PMI inhibition 7.7%.

Compound activity as filed in PubChem BioAssay.
